IP6K1 inhibitor – IP6K1 kinase inhibition | Q92551 | IP6K1 kinase, ADP-Glo luminescence, 2 h; hits give low values | activity change, % (series mostly up to about 58 µM) | 0.81% of 140,000 active | AID 1645851; in the data active means activity change below about -25%
Target sequence (Q92551 whole entry, looked up): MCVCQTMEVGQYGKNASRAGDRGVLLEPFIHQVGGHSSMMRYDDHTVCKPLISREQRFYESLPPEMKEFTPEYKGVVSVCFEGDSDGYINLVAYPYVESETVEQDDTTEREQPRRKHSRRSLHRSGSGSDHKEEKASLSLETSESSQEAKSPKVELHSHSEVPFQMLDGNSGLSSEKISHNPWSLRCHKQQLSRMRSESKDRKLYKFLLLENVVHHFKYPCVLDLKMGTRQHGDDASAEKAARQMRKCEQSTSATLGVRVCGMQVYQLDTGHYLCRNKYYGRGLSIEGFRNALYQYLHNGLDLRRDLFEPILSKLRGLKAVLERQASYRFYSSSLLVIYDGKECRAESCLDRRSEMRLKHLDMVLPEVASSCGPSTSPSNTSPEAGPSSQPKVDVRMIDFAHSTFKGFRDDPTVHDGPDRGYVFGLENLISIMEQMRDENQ
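ADP-Glo luminescence measures ADP made by human IP6K1 during a 2 h RT reaction with ATP/IP6 (mix at 1.3 mM/130 uM); top library doses 57.5 and 19.1 uM final.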
Luciferase inh – blocks purified firefly luciferase enzyme activity. P08659. 2.5% of 76,000 active. Potency, µM (titrated, usually from 115 µM), without a hit: at the top dose activity change, negative = inhibition, usual class: inhibitors. AID 1347043. purified P. pyralis luciferase, luminescence, biochemical; further: potency means the concentration at half of the fitted maximal effect; nearly all actives have a fitted effect of over 65% in size
Target sequence (P08659 whole entry, looked up): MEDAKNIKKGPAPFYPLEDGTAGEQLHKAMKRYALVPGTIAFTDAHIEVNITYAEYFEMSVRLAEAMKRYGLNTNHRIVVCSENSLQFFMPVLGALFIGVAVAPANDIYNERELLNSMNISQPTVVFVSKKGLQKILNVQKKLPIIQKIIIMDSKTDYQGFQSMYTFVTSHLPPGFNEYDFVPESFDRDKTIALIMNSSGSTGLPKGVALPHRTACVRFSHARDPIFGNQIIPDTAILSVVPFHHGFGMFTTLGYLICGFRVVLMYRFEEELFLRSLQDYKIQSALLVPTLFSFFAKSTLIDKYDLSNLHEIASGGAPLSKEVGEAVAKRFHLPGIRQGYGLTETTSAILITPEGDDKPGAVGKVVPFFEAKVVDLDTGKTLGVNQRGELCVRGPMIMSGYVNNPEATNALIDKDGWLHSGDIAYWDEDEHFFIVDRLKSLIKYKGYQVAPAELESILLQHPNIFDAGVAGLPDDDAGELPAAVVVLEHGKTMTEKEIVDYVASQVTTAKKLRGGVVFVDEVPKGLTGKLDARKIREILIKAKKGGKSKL
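Inhibitors were tested against purified firefly luciferase in a biochemical, low-substrate format (both substrates at 10uM) and luminescence measured with a CCD imager.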
HEK cytotox – kills HEK 293 cells. HEK 293 viability, ATP luminescence (CellTiter-Glo), 48-72 h. Potency, µM (top dose mostly 115 µM), for inactives: at the highest dose activity change, negative = cytotoxicity, most hits filed as inhibitors. 6.6% of 94,000 active. AID 1345083; further: potency means the concentration at half of the fitted maximal effect; nearly all actives have a fitted effect of over 60% in size
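CellTiter-Glo luminescence (cellular ATP) was read after 48 or 72 hr of compound exposure at 37 degree Celsius. Cells were HEK 293 plated at 250 cells/well.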
NIH3T3 tox – cytotoxic compounds in NIH 3T3 cells; NIH 3T3 viability, CellTiter-Glo ATP luminescence, 48-72 h; AID 1345082; 4.3% of 94,000 active; Potency, µM (highest dose often 96.7 µM), for inactives: at the top dose activity change, negative = cytotoxicity, hits mostly inhibitors; further: potency means the concentration at half of the fitted maximal effect; nearly all actives have a fitted effect of over 55% in size
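Luminescent ATP readout (CellTiter-Glo, 10 min RT) after 48 or 72 hr compound exposure of NIH 3T3 cells seeded at 400 cells/well in 1536-well format; quantitative HTS.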
GPT2 inh – blocks human glutamate pyruvate transaminase 2; Q8TD30; 0.25% of 100,000 active; Potency, µM (doses to about 57.7 µM), for inactives: at the highest dose activity change, negative = inhibition, hits mostly inhibitors; AID 1671188; Recombinant GPT2, coupled pyruvate oxidase/HRP Amplex Red fluorescence; further: potency means the concentration at half of the fitted maximal effect; nearly all actives have a fitted effect of over 60% in size; many of its hits are not listed in these tables
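Fluorescence read-out: pyruvate from GPT2 turnover coupled to pyruvate oxidase, HRP and Amplex Red (0.2mM ThPP, 0.2U/mL PO and HRP, 50uM Amplex final). Substrates 250uM a-KG, 2mM L-alanine; enzyme 10ng/uL; 30 min RT.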
SNCA expr inhib – SNCA gene expression inhibition; AID 1671194; 0.17% of 140,000 active; HEK-293 SNCA-luciferase knock-in, luminescence, 24 h; Potency, µM (highest dose often 57.2 µM), inactives show at the top dose activity change, negative = inhibition, most hits filed as inhibitors;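 further: potency means the concentration at half of the fitted maximal effect; plate controls were DMSO cells for no effect and cell-free wells for full effect; nearly all actives have a fitted effect of over 45% in size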
HEK293 viab – counter-screen for SNCA expression inhibitors: cell viability; 0.12% of 150,000 active; Potency, µM (doses to about 57.1 µM), for the others: top-dose activity change, negative = cytotoxicity, usual class: cytotoxic; AID 1671193; HEK-293-SNCA-luc viability, GF-AFC fluorescence, 24 h;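 further: potency means the concentration at half of the fitted maximal effect; 0% = DMSO-treated cells and -100% = medium-only wells without cells; nearly all actives have a fitted effect of over 30% in size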
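Cytotoxicity counterscreen: after 24 h compound treatment of genome-edited SNCA-luciferase HEK-293 cells, live-cell protease substrate GF-AFC read by fluorescence after 30 min; activity scaled between DMSO (0%) and medium-only (-100%), curves Hill-fitted.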
* marks the source's active call; other numbers are inactive results; i = inactive; u = inconclusive; x = not tested or not shown; [ ] = another dose, or the depositor's remark. Unless noted, the call rests on the fitted dose curve; in most records, active means well fitted curve in the direction sought with a large enough effect; inconclusive means small, poorly fitted or top-dose-only effect, or another doubt; inactive means no such curve, though single readings can be large; an effect the other way counts as inactive or inconclusive. Unless noted, on the % scale 0 is the no-effect control and ±100 the full control effect. Not all compounds are listed (hit frequency here may not be typical).

compound | IP6K1 inhibitor | Luciferase inh | HEK cytotox | NIH3T3 tox | GPT2 inh | SNCA expr inhib | HEK293 viab
COc1ccc(N2C(N)=C(C#N)C(c3cc(CN4CCOCC4)cs3)C3=C2CCCC3=O)cc1 (stereo not drawn) | 13 | x | x | x | x | 16% | -20%
Cc1cnc(C(=O)N2CCCN(C(=O)C3CC3)C(c3ccccc3)CC(=O)NCC2)cn1 (stereo not drawn) | 26 | 8% | 0% | -11% | i | -12% | 3%
COc1ccc(S(=O)(=O)N2CCc3nnc([C@@H]4C[C@@H](O)CN4C)n3CC2)cc1 | 2 | -8% | 2% | -2% | i | 4% | -27%
O=C(NCc1ccccc1)C(=O)NCC(c1ccc2c(c1)OCO2)N1CCOCC1 (stereo not drawn) | 7 | x | x | x | x | 1% | 4%
CCC(=O)N1c2ccccc2CC1C(=O)NCCN1CCN(c2cccc(Cl)c2)CC1 (stereo not drawn) | 10 | x | x | x | x | 4% | -14%
COc1ccc(-c2nc3c(C#N)c[nH]n3c2NC2CCCC2)c(OC)c1 | -5 | x | x | x | x | -8% | u
Cc1cnc(CCNC(=O)c2n[nH]c3ccccc23)n1C1CCC1 | 5 | x | -14% | -29% | i | 8% | 1%
Cc1nc2c(c(NC3CC3)n1)CCN(C(=O)c1ccc(=O)[nH]n1)CC2 | -6 | 4% | i | 2% | -10% | -16% | 2%
CC1=C(C(=O)Nc2c(C)cc(C)cc2C)C2(CCN(C(C)C)CC2)OC1=O | -5 | x | x | x | x | 0% | 6%
Cc1ccc(NC(=O)N2CCN(c3nnnn3-c3ccc(Cl)c(C)c3)CC2)cc1F | -11 | x | u | u | -15% | 38%[activator] | -19%
CC1(C)CCCC2(C)C1C(OC(=O)/C=C/C=C/C=O)C=C1COC(=O)C12O (stereo not drawn) | 8 | x | x | x | i | x | -8%[23.9 µM]
CCOC(=O)c1cccc(NC(=O)CN2C(=O)c3ccccc3Sc3ncccc32)c1 | 35 | x | x | x | x | 81%[activator] | -14%
CCCCN(C)CCNC(=O)CN1C(=O)CSc2ccc(S(=O)(=O)N3CCCCC3)cc21 | -4 | x | x | x | x | 19% | -21%
CC(=O)c1c(C)n(S(=O)(=O)c2ccc(Cl)cc2)c2ccc(NS(=O)(=O)c3ccc(Cl)cc3)cc12 | -8 | x | x | x | x | 22% | 1%
CSCC(=O)NCCC[C@H](NC(=O)[C@@H]1[C@@H](NC(=O)NC(C)C)CCN1C(=O)CSC)C(N)=O | -8 | -5% | 1% | 4% | i | 4% | 2%
COc1cc(NC(=O)CN(c2cc(C)cc(C)c2)S(=O)(=O)c2c(C)[nH]c(=O)[nH]c2=O)cc(OC)c1 | -16 | x | x | x | x | -13% | 14%
CC(=O)N1CCCN(C(=O)c2cnc3c(c2)N(C(=O)CCc2ccccc2)CCC3)CC1 | -6 | -3%[172 µM] | i | u | i | -15%[87.6 µM] | 5%[87.6 µM]
CNC(=O)c1c(NC(=O)c2cc(=O)c3cc(C)c(C)cc3o2)sc2c1CCCC2 | 57 | x | x | x | x | -3% | 2%
Cc1noc2c(N3CCOCC3)cc(-c3ccc(F)cc3)nc12 | -2 | 1%[172 µM] | -22%[172 µM] | u | 5%[88.5 µM] | 2%[87.6 µM] | 11%[87.6 µM]
Cc1cc(Cl)ccc1OCC(=O)N1CC(CO)C2(CCNCC2)C1 (stereo not drawn) | 6 | -10% | -23% | -26% | -22% | u | -19%[12.5 µM]
CCN(CC)CCNC(=O)Cn1cnc2sc(C)c(S(=O)(=O)N3CCC(C)CC3)c2c1=O | 16 | x | x | x | x | 0% | -3%
Cc1nn2c(c1-c1ccccc1OCc1ccccc1)N(C(=O)C1CCOCC1)CCC2 | 60 | 8%[172 µM] | u | u | u | u | -28%[87.6 µM]
CCn1cc(C(=O)NCc2ccc(Cl)cc2)c(=O)c2cc(S(=O)(=O)N(C)C3CCCCC3)ccc21 | 5 | x | x | x | x | u | -11%
CCCc1ccc(S(=O)(=O)N2CCC(n3cnnc3C)CC2)cc1 | 1 | 13% | -9% | -15% | i | -11% | -7%
O=C(N[C@H]1CO[C@H]2[C@@H]1OC[C@@H]2Nc1nccc(-c2ccc(-c3ccccc3)cc2)n1)C1CC1 | -1 | 13% | u | -9% | 2% | -8% | -2%
O=C(CCC1N=C2c3ccccc3N=C(SCc3ccc(Cl)cc3)N2C1=O)N1CCN(c2ccccc2)CC1 (stereo not drawn) | -1 | x | x | x | x | 28% | 2%
Cn1ccnc1-c1ccc(N2CC[C@](C)(O)[C@@H](O)C2)nn1 | -4 | -30% | 1% | -8% | i | 220%[activator] | 5%
CC(=O)N1C[C@H](NC(=O)c2cc(=O)[nH]c3cc(F)ccc23)[C@@H](C2CC2)C1 | -17 | 2% | -9% | -16% | 4% | -2% | 5%
CN1CCCN(C(=O)C2CCCN(Cc3ccncc3)CCC(=O)NCC2)CC1 (stereo not drawn) | 6 | -8% | i | -6% | 4% | 0% | 0%
Cc1cc(C2CCCN2C(=O)c2ccn(C)n2)on1 (stereo not drawn) | -3 | -2% | 0% | i | -3% | -29% | 5%
COc1ccc(S(=O)(=O)c2cn(Cc3ccccc3)c3cc(F)c(F)cc3c2=O)cc1 | 24 | x | x | x | x | 22% | 1%
COc1ccc(CCNC(=O)CSc2nc(-c3ccc(F)cc3)cc(C(F)(F)F)n2)cc1OC | 21 | x | x | x | x | -10% | u
CCc1ccc(CN(Cc2cn[nH]c2-c2ccc(OC)cc2)C(=O)Nc2ccc(Br)cc2)cc1 | -14 | x | x | x | x | u | -18%
O=C(COc1cccnc1)N[C@H]1CCOC[C@H]1C1CCOCC1 | 7 | 0% | -4% | -13% | u | 9% | 3%
CN(c1cc(=O)c2ccnc(NCc3ccc4c(c3)OCO4)c2o1)C1CCOCC1 | -1 | 9%[172 µM] | 89µM* | 32µM* | 1%[88.5 µM] | 6%[87.6 µM] | 9%[87.6 µM]
Nc1c(C(=O)Nc2ccccc2F)sc2nc3c(cc12)CCCCCC3 | 12 | x | x | x | x | 69%[activator] | -6%

Pulled one by one from above (2):
compound | IP6K1 inhibitor | Luciferase inh | HEK cytotox | NIH3T3 tox | GPT2 inh | SNCA expr inhib | HEK293 viab
O=C(N[C@H]1CO[C@H]2[C@@H]1OC[C@@H]2Nc1nccc(-c2ccc(-c3ccccc3)cc2)n1)C1CC1 | -1 | 13% | u | -9% | 2% | -8% | -2%
O=C(CCC1N=C2c3ccccc3N=C(SCc3ccc(Cl)cc3)N2C1=O)N1CCN(c2ccccc2)CC1 (stereo not drawn) | -1 | x | x | x | x | 28% | 2%

Later entries
compound | IP6K1 inhibitor | Luciferase inh | HEK cytotox | NIH3T3 tox | GPT2 inh | SNCA expr inhib | HEK293 viab
Cc1ccc(CN2CC[C@H](c3nnc(-c4ccco4)o3)C2)o1 | 2 | u | -6%[172 µM] | -4%[138 µM] | -9%[88.5 µM] | 6%[87.6 µM] | 1%[87.6 µM]
O=C(NC1CCCN(c2nc3ncccc3o2)C1)c1cccc(Cl)c1 (stereo not drawn) | 10 | -9% | 4% | -2% | i | 18% | 5%
CCCc1nnc([C@H]2CCN(C(=O)c3ccccc3)C2)o1 | -8 | -9%[230 µM] | -21%[230 µM] | -12%[174 µM] | i | -27%[87.6 µM] | 0%[87.6 µM]
COc1ccc(C(=O)OCc2cc(=O)n3nc(C4CC4)sc3n2)cc1OC | -2 | x | x | x | x | 17% | -2%
O=C(Nc1cccc(C(F)(F)F)c1)C1CCN(S(=O)(=O)c2cccc3nsnc23)CC1 | 8 | x | x | x | x | 0% | 13%
COc1ccc(S(=O)(=O)N2CCC(CC(=O)NCc3ccccc3)C2)cc1OC (stereo not drawn) | -9 | -10% | -11% | -28% | i | -8% | -5%[12.5 µM]
Cc1cccc(CN2CCCCCCNC(=O)CC2c2ccccc2)c1 (stereo not drawn) | 4 | -5% | -11% | -19% | i | -6% | -2%
CC(=O)c1ccc(NC(=O)c2nc(-c3ccccc3)n(-c3ccc(Cl)cc3)n2)cc1 | 11 | x | x | x | x | -9% | -15%
O=C(C1CCCC1)N1CCN(C2CCN(CCc3ccccc3)C2=O)CC1 (stereo not drawn) | 17 | 1% | -22% | -18% | i | -6% | 3%
Cc1ccc(F)cc1-n1nc(-c2c(C)nc3scc(CC(=O)N4CCCC4)n3c2=O)cc1C | -3 | -9% | 3% | -15% | -17% | -7% | 6%
Cc1ccc(C(=O)N2CCCN(C(=O)C3CC3)C(c3ccccc3)CC(=O)NCC2)cn1 (stereo not drawn) | 14 | -7% | i | -3% | i | -17% | -3%
Cc1ccc([S+](=O)([O-])N2CCCC(C(=O)N3CCC(N4CCOC4=O)CC3)C2)cc1 (stereo not drawn) | 13 | x | u | -25% | 4% | -16% | -17%
Cn1cnc(C(=O)N2CC3CC(C2)[C@H]2CCCC(=O)N2C3)c1 (stereo partly drawn) | 24 | -3% | 0% | i | i | -8% | 8%
CNC(=O)c1cccn2cncc12 | -4 | -13%[230 µM] | 2%[230 µM] | -10%[174 µM] | i | -15%[87.6 µM] | -26%[87.6 µM]
CCOC(=O)C1CCN(C(=O)c2ccc3nnc(-c4cccnc4)n3c2)CC1 | 19 | x | -18% | -23% | 2% | 6% | 0%[12.5 µM]
O=C(CCc1nnn2c1CN(C(=O)COc1ccc(F)cc1)CC2)N1CCCC1 | 1 | 1% | 1% | i | i | 6% | 14%
CSCCC(NS(=O)(=O)c1ccc2c(c1)oc(=O)n2C)C(=O)NCCc1ccc(C)cc1 (stereo not drawn) | 6 | x | x | x | x | u | 15%
Cc1ncsc1CN1CCc2nn(CC3CC3)c(=O)n2CC1 | 11 | 5% | -26% | -21% | i | 1% | -2%
Cn1c(=O)cc(N2CCCC(N)C2)n(Cc2cc(F)ccc2C#N)c1=O (stereo not drawn) | -4 | x | x | x | u | x | u
CS(=O)(=O)N1CCC(Oc2ccc(C(=O)NCCc3cnccn3)cc2Cl)CC1 | -1 | -4% | -5% | -19% | -5% | 16% | 11%
Cc1ccc(Cl)cc1NC(=O)c1cc(CN2CCCC2)on1 | 2 | x | x | x | x | -2% | 2%
O=C(c1ccccn1)N1CCC(n2cc(-c3nc(-c4ccccc4)no3)nn2)CC1 | -2 | -26% | u | u | i | 220%[activator] | 4%
COc1ncccc1-c1cc(C(=O)N2CCCC(OC)C2)c2c(c1)ncn2C (stereo not drawn) | 29 | 6%[172 µM] | -20%[172 µM] | 89µM* | -21%[88.5 µM] | 70%[activator][87.6 µM] | -10%[87.6 µM]
CCOc1ccc2nc(NC(=O)c3nc(SCc4ccccc4C)ncc3Cl)sc2c1 | 3 | x | x | x | x | 5% | 13%
CNC(=O)[C@@H]1CN(C(=O)Cc2c(C)noc2C)C[C@H]1c1nc(COC)no1 | 0 | -2% | -1% | i | i | -9% | 15%
OCC(CO)(CO)NCC(O)Cn1c2ccc(Cl)cc2c2cc(Cl)ccc21 (stereo not drawn) | -7 | x | x | x | -6% | x | -2%
